HSF-1 act = increases HSF-1 driven luciferase reporter signal. NIH3T3-HGL HSF-1 luciferase reporter, MG132, 8 h; 100% = twice DMSO control signal. activation, % at 9 µM. 300,000 compounds, 1.7% hits. AID 504408;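 active means mean replicate activation of at least 50% with a set share of replicates each reaching 50%; inconclusive means only one of those two conditions met; inactive means mean below 50% and too few replicates reaching it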;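 further: 0% = median of the neutral control wells and 100% = twice that signal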
IEC-6 tox = kills IEC-6 intestinal cells in KLF5 counter-screen | IEC-6 cytotoxicity, luminescence viability | inhibition, % at 5 µM | 290,000 compounds, 0.78% hits | AID 1825; in the data active means inhibition above about 22%;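 further: 0% = plate median of test compound wells and 100% = cytotoxic reference compound wells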
aSyn UTR inh = 5' untranslated region of α-synuclein, MLPCN primary screen; alpha-synuclein 5'UTR reporter, inhibitor activity; inhibition, % (tested at 7.5 µM); 300,000 compounds, 0.82% hits; AID 1813; in the data active means inhibition above about 60%; inconclusive means no clear call, values can overlap the other calls;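 further: H4 neuroglioblastoma cells stably carrying SNCA 5'UTR luciferase fusion; 0% = DMSO wells and 100% = positive control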
GSK3A inh = blocks human GSK-3 alpha kinase; AID 2650; ADP-Glo luminescence, 60 min; inhibition, % at 10 µM; 320,000 compounds, 0.1% hits; P49840;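 in the data active means inhibition above about 50%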;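 further: GST-tagged GSK-3 alpha with peptide substrate and 25 µM ATP; 0% = DMSO neutral wells and 100% = GW8510 positive control wells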
Target sequence (P49840 whole entry, looked up): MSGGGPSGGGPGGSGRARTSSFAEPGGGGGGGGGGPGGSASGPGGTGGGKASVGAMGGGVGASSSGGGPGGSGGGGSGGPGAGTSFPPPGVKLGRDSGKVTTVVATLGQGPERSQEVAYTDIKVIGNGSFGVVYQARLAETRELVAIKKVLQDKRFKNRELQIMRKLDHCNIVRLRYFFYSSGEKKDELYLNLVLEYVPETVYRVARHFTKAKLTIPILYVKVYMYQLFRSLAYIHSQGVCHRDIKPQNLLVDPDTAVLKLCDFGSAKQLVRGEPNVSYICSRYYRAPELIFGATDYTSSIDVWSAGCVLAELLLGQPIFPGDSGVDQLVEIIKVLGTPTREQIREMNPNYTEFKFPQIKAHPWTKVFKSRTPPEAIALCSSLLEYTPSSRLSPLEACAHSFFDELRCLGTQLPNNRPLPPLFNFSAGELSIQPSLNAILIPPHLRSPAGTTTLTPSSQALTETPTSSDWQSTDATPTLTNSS
HSF1 inhib = HSF1 inhibition. AID 2098. 300,000 compounds, 0.77% hits. NIH3T3-HGL HSE-luciferase, MG132-induced, luminescence 8 h; stronger effect = lower value. activity change, negative = inhibition, % at 7.5 µM (by protocol);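 active means more than half of replicate wells show activity change below -50%, luminescence cut by over half; inconclusive means some wells, but at most half, below -50%; inactive means no replicate well below -50%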;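 further: luciferase reports HSF-1 transcriptional activity via heat shock element; 0% = median of DMSO wells and -100% = zero luminescence signal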
AI-2 QS mod = modulators of Vibrio harveyi AI-2 quorum sensing system | 300,000 compounds, 0.4% hits | Vibrio harveyi JMH597 AI-2 luminescence/OD600 ratio, 9 h; stronger effect = lower value; strain lacks LuxN and CqsS sensors; 0 = neutral-control median | activity change, % at 7.5 µM; in the data active means activity change below about -75%, passing the limit was not always enough; inconclusive means no clear call, values can overlap the other calls;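 further: luminescence divided by OD600 gain over 9 h not by final OD600 alone; inactives centre near 13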
PolyA inhibitor = inhibitors of polyadenylation in S. cerevisiae | S. cerevisiae SKY197-pL101 polyadenylation reporter, beta-gal luminescence; efflux-impaired pdr1/pdr3 knockout yeast; score 100 = 6 SD above DMSO | calls only at 12 µM | 300,000 compounds, 0.02% hits;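 active means lowest replicate activity score at least 50, where 100 means six control SD above control mean; inconclusive means lowest score under 50 but half or more replicates reach 50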;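 further: yeast exposed to compound for 9 h at 30 °C; higher score means more reporter readthrough which indicates perturbed polyadenylation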
HSP90 inh = inhibitors of HSP90 luciferase refolding in rabbit reticulocyte lysate. luciferase refolding luminescence, 3 h. inhibition, % at 5.6 µM. 290,000 compounds, 0.91% hits. AID 1789;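 active means inhibition above the screen-wide mean plus 3 SD, computed separately per campaign, cut at about 16% in these data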;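 further: 0% = DMSO wells and 100% = 60 µM geldanamycin wells; inhibitors lower the luminescence because luciferase stays unfolded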
KLF5 inhibitor = inhibitors of KLF5 expression; DLD-1 KLF5 promoter-luciferase reporter, luminescence; inhibition, % at 5 µM; 290,000 compounds, 0.23% hits;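 active means inhibition above a per-plate limit of that plate's mean compound inhibition plus 3 SD, cut at about 60% in these data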;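 further: 0% = DMSO wells and 100% = LY294002 at 200 µM; higher means less KLF5 promoter-driven luciferase light; inactives centre near -14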
GSK3B inh = blocks human GSK3beta kinase activity. 300,000 compounds, 0.038% hits. P49841. GST-GSK3beta kinase, ADP-Glo luminescence, 60 min; stronger effect = lower value. activity score (negative = inhibition), % at 10 µM. AID 2097;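 active means more than half of replicate wells score below -50%, meaning over 50% inhibition versus plate controls; inconclusive means some replicates but at most half score below -50%; inactive means no replicate scores below -50%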;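 further: 0% = median DMSO wells and -100% = median GW8510 positive control wells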
Target sequence (P49841 whole entry, looked up): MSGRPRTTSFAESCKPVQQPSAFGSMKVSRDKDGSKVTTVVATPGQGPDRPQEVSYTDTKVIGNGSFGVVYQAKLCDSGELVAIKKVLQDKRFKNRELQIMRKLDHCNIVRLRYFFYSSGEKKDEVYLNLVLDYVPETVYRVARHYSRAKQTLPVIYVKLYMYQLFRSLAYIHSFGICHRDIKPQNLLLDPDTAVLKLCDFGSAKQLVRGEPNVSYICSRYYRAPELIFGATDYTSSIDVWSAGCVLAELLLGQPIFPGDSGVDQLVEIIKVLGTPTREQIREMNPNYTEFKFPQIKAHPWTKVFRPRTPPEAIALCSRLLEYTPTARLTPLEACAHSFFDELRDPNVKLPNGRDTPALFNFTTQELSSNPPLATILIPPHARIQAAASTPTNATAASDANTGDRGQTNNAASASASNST
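Assay system: GST-tagged human GSK3beta kinase, cell-free; Input: 1.6 ng GSK3beta; Medium: Tris/MgCl2 kinase buffer; Timing: 60 min enzyme reaction, room temperature; Signal: ADP-Glo luminescence quantifying ADP generated by kinase; Evaluation: score relative to plate controls; Benchmarks: DMSO neutral wells and GW8510 at 20 µM as positive.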
* = called active by the depositor; i = inactive; ? = inconclusive; . = not tested or not shown. Only part of the results is shown; rates above refer to the full screens.

SMILES	HSF-1 act	IEC-6 tox	aSyn UTR inh	GSK3A inh	HSF1 inhib	AI-2 QS mod	PolyA inhibitor	HSP90 inh	KLF5 inhibitor	GSK3B inh
O=C(Nc1ccc(Cl)cn1)c1ccccc1F	33	3	-31	-2	21	5	i	3	-176	3
COc1ccc(-c2cc(Cl)cc3c(=O)c4ccccc4n(C)c23)cc1F	-36	-9	-3	1	-18	-3	i	3	-23	1
CC(=O)N1CC(=O)N(CC(=O)Nc2ccc(Br)cc2)C1=S	-10	4	-5	2	-12	10	i	0	-1	3
O=C(C[n+]1ccccc1)N/N=C/c1cccc(Cl)c1Cl	-7	-6	7	0	-3	7	i	-1	-14	0
COc1ccc(NC(=O)N2CCCC2C(=O)NCc2ccc(F)cc2)cc1 (stereo unspecified)	29	5	8	-3	-8	14	i	2	7	-4
Cc1ccc(CNC(=O)CCS(=O)(=O)c2ccc3c(c2)CC(C)N3C(=O)C2CC2)o1 (stereo unspecified)	8	3	7	0	-4	25	i	-2	-10	8
CCCC(=O)NCCc1nc2ccccc2n1CCC	2	-1	-3	-2	-4	25	.	-1	-16	5
N=c1c(S(=O)(=O)c2ccccc2)cc2c(=O)n3ccccc3nc2n1CC1CCCO1 (stereo unspecified)	.	3	.	-4	.	.	.	1	-10	.
Cc1onc(-c2ccccc2)c1C(=O)N(Cc1ccco1)Cc1cccs1	-8	-1	-19	.	-3	20	i	0	2	3
Cc1ccc(NC(=O)C(C)OC(=O)CCN=C2NS(=O)(=O)c3ccccc32)cc1 (stereo unspecified)	3	.	-10	-2	0	-2	i	.	.	-2
CCc1ccc2nc(N(CCCN(C)C)C(=O)c3ccc(C(=O)c4ccccc4)cc3)sc2c1	-6	-4	18	2	-5	17	i	2	-127	3
O=C(NC1CCCC1)c1ccccc1OCc1ccccc1	12	-5	21	-1	6	2	i	3	-16	1
COC(=O)Cn1c(CN2CCC(Cc3ccccc3)CC2)nc2c1c(=O)n(C)c(=O)n2C	-9	1	-6	-1	2	-12	i	0	10	1
O=C(NC1CCCCC1)c1cnn2c(C(F)(F)F)cc(-c3ccco3)nc12	70*	-4	17	.	19	14	i	-2	8	1
CCCCCCCCCCOC(=O)Cn1c(COc2ccccc2)[n+](C)c2ccccc21	-3	5	7	23	-2	30	i	14	-7	-19
CNc1c([N+](=O)[O-])cnn1-c1ccccn1	-6	3	18	2	-9	6	i	-2	14	-2
COc1ccc(/C=c2\s/c(=C\C(=O)C(C)(C)C)[nH]c2=O)cc1O	64*	0	20	63*	45	11	i	2	-19	-46
Clc1ccccc1OCc1nc(-c2ccc(Br)o2)no1	35	0	-83	-2	29	-61	i	-6	-28	3
CCOc1ccc(N2C(=O)CC(N3CCN(C(=O)c4ccco4)CC3)C2=O)cc1 (stereo unspecified)	7	0	14	0	-4	-6	i	-4	20	1
NC(=O)c1nn(-c2ccccc2)nc1NC(=O)Cn1nnc(-c2ccccc2)n1	-7	2	0	-1	-15	9	i	-6	-5	-1
CC(=O)c1c(NCc2ccccc2)nc(=O)n(-c2ccccc2)c1C	17	5	-43	0	8	-34	i	0	-3	2
Cc1cc(S(=O)(=O)N2CCCCCC2)c(Cl)cc1Cl	-1	2	33	-1	-1	15	i	-1	9	3
COc1ccc(C(c2c(C)n(C)n(-c3ccccc3)c2=O)c2c(C)n(C)n(-c3ccccc3)c2=O)cc1OC	28	-1	1	-1	7	.	i	1	-11	.
Cc1ccc(/C=N/NC(=O)CN2CCN(S(=O)(=O)c3ccc(Br)cc3)CC2)s1	8	-3	-6	-1	4	27	i	5	5	0
COc1ccc(O)c(C(=O)CC(=O)c2ccccc2)c1	37	4	4	1	4	26	i	24*	-32	2
CC1CCCCN1CCCNC(=O)Cn1ncc2c([nH]c3ccccc32)c1=O (stereo unspecified)	-17	9	-9	-1	-11	.	i	5	-6	-5
CCOC(=O)C1=C(C)NC(=O)NC1c1cc(C)sc1C (stereo unspecified)	0	-8	-4	-1	-4	-1	i	0	-9	-4
CC(C)C(=O)NC(=S)N(Cc1ccccc1)Cc1ccccc1	8	6	10	-1	-3	9	i	1	6	5
O=C1CS(=O)CN1c1ccc(Oc2ccccc2)cc1 (stereo unspecified)	13	0	5	0	-3	-52	i	4	-32	4
Cc1cccc(N2CCN(C3=NC(=O)C(Cc4ccccc4)S3)CC2)c1 (stereo unspecified)	-1	-3	-20	-4	3	-8	i	-1	-8	1
COCCn1c(=NC(=O)c2ccc(S(=O)(=O)N3CCc4ccccc4C3)cc2)sc2cc(OC)ccc21	10	6	26	-1	-4	26	i	1	4	-6
COCCCNC(=S)N(Cc1cccnc1)Cc1ccc(OC)c(OC)c1	-2	1	3	-1	-4	15	i	1	-3	-1
CCCCC(=O)Nc1ccc(N2CCN(C(=O)CC)CC2)cc1	9	-7	-12	-2	-4	37	i	2	0	2
C[C@H](NC(=O)[C@@H]1Cc2ccccc2CN1C(=O)OC(C)(C)C)C(=O)NC1CCCCC1	-6	3	2	-2	-1	-2	i	-5	-5	0
COc1cc(CNn2c(C)n[nH]c2=S)cc(Br)c1OCC(=O)NC(C)(C)C	-10	-1	21	4	-10	5	i	-3	-10	0
CCOC(=O)c1c(CSc2ccc(CC)cc2)oc2ccc(O)c(CN(C)C)c12	3	6	66*	3	-7	25	i	6	-25	1
COc1ccc(C)cc1NC(=O)COC(=O)c1ccc([N+](=O)[O-])o1	12	5	11	-4	-1	5	i	2	3	0
Oc1cccc(Oc2ncc(C(F)(F)F)cc2Cl)c1	18	0	11	-2	2	7	i	3	4	0
Brc1cccc(-c2cnco2)c1	1	2	2	.	3	20	i	0	-24	0
COc1ccccc1C(=O)N/N=C/c1c[nH]c2ccccc12	-2	5	8	-3	-8	18	i	2	-25	0
Cc1ccc(C)c(OCCCC(=O)Nc2ccccc2C(N)=O)c1	16	-3	-7	3	-1	20	i	1	0	1
O=C1COc2ccc(C(=O)CSc3nnc(NCc4ccccc4)s3)cc2N1	5	3	-6	-1	2	18	i	9	-10	1
CCOc1ccc(CCNC(=O)COC(=O)c2cccc(S(=O)(=O)N3CCCCC3)c2)cc1OCC	-10	.	30	-1	-7	33	i	.	.	1
Cc1ccc(C(=O)NCC(=O)OC(C)C(=O)Nc2ccc(N3CCOCC3)cc2)s1 (stereo unspecified)	-2	3	-15	.	3	6	i	20*	-7	4
Cn1c(CSCC(=O)Nc2ccccc2)nnc1SCc1ccccc1	-6	-1	0	-3	1	20	i	1	-32	-2
CCCN1C(=O)c2ccc(C(=O)Nc3ccccc3C(=O)O)cc2C1=O	12	-8	6	-5	9	15	i	1	-49	12
Cc1c(C(=O)OCc2ccccc2)nnn1-c1nonc1N	-8	6	-21	6	6	13	i	-1	-27	-32
FC(F)(F)c1cc(-c2ccc(Cl)cc2)nc(NCc2cccnc2)n1	17	-2	33	.	1	1	i	-6	-28	3
CCC1CN(C(=O)N2CCC(C(=O)NCc3ccccc3OC)CC2)c2cc(C)ccc2O1 (stereo unspecified)	4	0	9	0	4	2	i	-5	2	-1
COc1ccc(C2CC(c3ccccc3)=NN2C(=O)COC(=O)c2nc3nccc(C)n3n2)cc1 (stereo unspecified)	9	-3	-54	0	12	32	i	1	-28	-1

The results go on:
SMILES	HSF-1 act	IEC-6 tox	aSyn UTR inh	GSK3A inh	HSF1 inhib	AI-2 QS mod	PolyA inhibitor	HSP90 inh	KLF5 inhibitor	GSK3B inh
COC(=O)C1=C(C)N(CCc2cc(OC)c(OC)c(OC)c2)C(=O)N[C@H]1c1cccs1	24	5	21	-1	2	33	i	2	2	1
CCCc1cc(=O)oc2cc(C)c3c(C)coc3c12	?	2	29	-2	11	-11	i	5	-44	0
Cc1cc(NC(=O)C(=O)NCc2cccc(Cl)c2)no1	-18	9	33	1	1	0	i	5	13	2
CCOc1cc(NC(=O)c2ccco2)c(OCC)cc1NC(=O)Cc1cccc(OC)c1	7	3	-12	-3	-5	18	i	0	-19	2
COc1cccc(N2CCN(C(=S)Nc3ccc(F)cc3)CC2)c1	-2	-2	-9	.	-3	12	i	6	-43	1
Cc1ccc(-n2nnnc2-c2cccs2)cc1[N+](=O)[O-]	-9	.	14	-1	-4	20	i	.	.	1
C=CCn1c(COc2ccc(F)cc2)nnc1SCC(=O)NC(=O)NCc1ccco1	9	-7	8	-5	13	14	i	6	-32	3
Cc1cc(C(=O)OC(C)C(=O)N2CCc3ccccc32)ccc1[N+](=O)[O-] (stereo unspecified)	-7	.	6	.	1	13	i	.	.	9
CCOc1ccc(-n2c([S-])c(C(=O)Nc3ccc(S(=O)(=O)N4CCOCC4)cc3)[n+]3cc(C(N)=O)ccc23)cc1	-5	-4	47	1	-3	19	i	-2	-26	2
CCOc1ccc(S(=O)(=O)N2CCOCC2)cc1NC(=O)C1=COCCO1	-6	.	6	1	-6	-11	i	.	.	-3
CCOC(=O)N1CCC2(CC1)C(C#N)=C(N)Oc1n[nH]c(CSc3ccc(C)cc3)c12	39	-3	-21	-5	7	6	i	1	-20	-4
COC(=O)c1sccc1NC(=O)c1ccncc1	-8	1	30	4	-6	32	i	3	-5	-5
COc1ccc(NC(=O)Nc2ccc(F)c(Cl)c2)cc1	37	0	-140	-2	25	-4	i	-6	-145	-2
N#CC(Cc1ccccc1OC(F)F)c1nc2ccccc2[nH]1 (stereo unspecified)	6	9	-41	-3	-2	22	i	5	-11	-1
Cc1cc(Nc2ccccc2)nn1C(=O)c1ccccc1	8	3	-9	2	13	2	i	-2	12	-1
C/C(=N\Nc1ccccc1C(=O)O)c1ccncc1	30	-9	-132	4	-2	34	i	-4	-181	-1
CCOC(=O)C1(CCOc2ccccc2)CCN(CC2CC2)CC1	-12	4	-9	-1	2	14	i	7	-56	11
O=C(Nc1ccc(Cl)cc1)C1C2C=CC3(O2)C1C(=O)N(CCN1CCCCC1)C3C(=O)NC1CCCCC1 (stereo unspecified)	0	0	-16	-2	12	.	i	-3	-3	.
Cc1cc(C(=O)Nc2ccc(C)c(S(=O)(=O)N3CCOCC3)c2)c(C)o1	8	4	17	0	3	16	i	0	-34	-1
Cc1ccc(S(=O)(=O)N2CCN(C(=O)c3c(C)nn(-c4ccccc4)c3Cl)CC2)cc1	1	0	22	.	7	14	i	3	-21	2
COc1ccc(Nc2nc(N3CCCCC3)nc3ccccc23)c(OC)c1	-2	-2	-1	-2	0	31	i	6	-1	-3
CC(C)CNC(=O)C(=O)NCC(c1ccc2c(c1)OCO2)N1CCOCC1 (stereo unspecified)	11	2	-5	-1	-3	1	i	-3	-22	3
